Platelet DG rel: inhibitors of platelet dense granule secretion, primary screen, cell-based, MLPCN, human platelets | human platelet-rich plasma, SFLLRN dense granule ATP release, luminescence | inhibition, %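 (compounds screened at 7.5 µM in platelet-rich plasma)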 | 0.22% of 300,000 active | AID 1663, 2009;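 active means mean replicate score, as percent of positive control, at or above 50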
HDAC3 inh: HDAC3 deacetylase inhibitors, primary screen, biochemical, fluorescence, cell-free homogeneous. Histone deacetylase 3 (Homo sapiens), O15379. recombinant HDAC3, fluorogenic peptide/trypsin coupled. inhibition, % at 8.3 µM. 0.15% of 320,000 active. AID 2718, 2010; in the data active means inhibition above about 26%, passing the limit was not always enough
Target sequence (O15379 whole entry, looked up): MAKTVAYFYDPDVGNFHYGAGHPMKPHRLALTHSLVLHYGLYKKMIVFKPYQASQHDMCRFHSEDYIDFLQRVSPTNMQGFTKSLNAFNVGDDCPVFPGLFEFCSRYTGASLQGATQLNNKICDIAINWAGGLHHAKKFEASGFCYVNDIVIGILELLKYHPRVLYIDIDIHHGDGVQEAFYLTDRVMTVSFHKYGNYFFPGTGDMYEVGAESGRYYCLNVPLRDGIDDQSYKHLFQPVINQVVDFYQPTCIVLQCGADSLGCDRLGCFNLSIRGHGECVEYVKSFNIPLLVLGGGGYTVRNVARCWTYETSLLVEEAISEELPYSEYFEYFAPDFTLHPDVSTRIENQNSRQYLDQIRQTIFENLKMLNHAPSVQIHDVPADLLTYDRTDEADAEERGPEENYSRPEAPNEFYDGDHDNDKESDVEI
DYRK1A inh: rat Dyrk1A kinase inhibitors, primary screen, biochemical, single point, plate reader. ADP-Glo luminescence, NFATc1 peptide. inhibition, % at 12.5 µM. 0.43% of 310,000 active. AID 504441, 2011; in the data active means inhibition above about 50%;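 further: plate controls were vehicle with enzyme for no effect and no enzyme for full effect; many of its hits are not listed in these tables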
GSK3 alpha inh: blockers of GSK3A enzyme activity – biochemical, luminescence, cell-free homogeneous, HTS, primary screen. inhibition, % at 10 µM. AID 2650, 2010. GSK-3 alpha kinase, ADP-Glo luminescence, 60 min. 0.1% of 320,000 active;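 in the data active means inhibition above about 50%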;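 further: GST-tagged GSK-3 alpha with peptide substrate and 25 µM ATP; 0% = DMSO neutral wells and 100% = GW8510 positive control wells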
GSK3B inh: human GSK3beta kinase inhibitors, primary screen, biochemical, cell-free homogeneous, HTS | activity score (negative = inhibition), % at 10 µM | Glycogen synthase kinase-3 beta (Homo sapiens), P49841 | GST-GSK3beta kinase, ADP-Glo luminescence, 60 min; stronger effect = lower value | 0.038% of 300,000 active;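 active means more than half of replicate wells score below -50%, meaning over 50% inhibition versus plate controls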;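 further: 0% = median DMSO wells and -100% = median GW8510 positive control wells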
Target sequence (P49841 whole entry, looked up): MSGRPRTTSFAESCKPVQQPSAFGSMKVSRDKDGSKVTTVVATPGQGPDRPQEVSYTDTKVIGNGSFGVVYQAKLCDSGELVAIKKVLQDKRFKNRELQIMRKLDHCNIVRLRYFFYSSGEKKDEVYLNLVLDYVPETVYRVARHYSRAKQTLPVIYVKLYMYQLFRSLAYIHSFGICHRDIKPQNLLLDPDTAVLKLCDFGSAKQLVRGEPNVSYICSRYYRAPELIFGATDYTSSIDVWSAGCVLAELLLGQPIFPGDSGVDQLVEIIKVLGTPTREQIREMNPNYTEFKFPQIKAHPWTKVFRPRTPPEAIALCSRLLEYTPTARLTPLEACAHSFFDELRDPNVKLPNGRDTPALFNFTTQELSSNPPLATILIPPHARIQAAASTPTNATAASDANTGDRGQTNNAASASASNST
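Test system: GST-fused GSK3beta enzyme, cell-free | Quantity: 1.6 ng GST-GSK3beta enzyme per well | Reagent: 25 µM ATP with peptide substrate | Schedule: 60 min enzyme reaction, room temperature | Signal: Luminescent ADP-Glo measurement of ADP formed | Read-out basis: Score relative to plate controls | Control set: DMSO and 20 µM GW8510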
HSP90 inh: HSP90 inhibitors, primary screen, cell lysate, luminescence; Heat shock protein HSP 90 (rabbit reticulocyte lysate; luciferase refolding); Rabbit reticulocyte lysate, luciferase refolding luminescence, 3 h; inhibition, % at 5.6 µM; 0.91% of 290,000 active;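 active means inhibition above the screen-wide mean plus 3 SD, computed separately per campaign, cut at about 16% in these data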;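 further: 0% = DMSO wells and 100% = 60 µM geldanamycin wells; inhibitors lower the luminescence because luciferase stays unfolded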
PolyA inhibitor: polyadenylation inhibitors in yeast reporter cells, primary screen, luminescence, S. cerevisiae; S. cerevisiae SKY197-pL101 polyadenylation reporter, beta-gal luminescence; efflux-impaired pdr1/pdr3 knockout yeast; score 100 = 6 SD above DMSO; calls only at 12 µM; 0.02% of 300,000 active; AID 1875, 2009;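 active means lowest replicate activity score at least 50, where 100 means six control SD above control mean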;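 further: yeast exposed to compound for 9 h at 30 °C; higher score means more reporter readthrough which indicates perturbed polyadenylation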
HSF1 activator: HSF-1 activators, primary screen, NIH3T3-HGL cells, MG132 stress, luminescence, single point. activation, % at 9 µM. 1.7% of 300,000 active. AID 504408, 2011. NIH3T3-HGL HSF-1 luciferase reporter, 8 h; 100% = twice DMSO control signal;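 active means mean replicate activation of at least 50% with a set share of replicates each reaching 50%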;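 further: 0% = median of the neutral control wells and 100% = twice that signal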
AI-2 QS modul: Vibrio harveyi AI-2 quorum sensing modulators, primary screen, JMH597 strain, luminescence/OD600 ratio | activity change, % at 7.5 µM | 0.4% of 300,000 active | AID 2094, 2009 | Vibrio harveyi JMH597 AI-2 luminescence/OD600 ratio, 9 h; stronger effect = lower value; strain lacks LuxN and CqsS sensors; 0 = neutral-control median; in the data active means activity change below about -75%, passing the limit was not always enough;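 further: luminescence divided by OD600 gain over 9 h not by final OD600 alone; inactives centre near 13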
HSF1 inhib: HSF1 inhibitors in luciferase reporter cells, primary screen, cell-based, NIH3T3, luminescence | NIH3T3-HGL HSE-luciferase, MG132-induced, luminescence 8 h; stronger effect = lower value | AID 2098, 2009 | 0.77% of 300,000 active | activity change, negative = inhibition, % at 7.5 µM (by protocol);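 active means more than half of replicate wells show activity change below -50%, luminescence cut by over half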;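 further: luciferase reports HSF-1 transcriptional activity via heat shock element; 0% = median of DMSO wells and -100% = zero luminescence signal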
* marks the source's active call; other numbers are inactive results; i = inactive; . = no result given.

SMILES | Platelet DG rel | HDAC3 inh | DYRK1A inh | GSK3 alpha inh | GSK3B inh | HSP90 inh | PolyA inhibitor | HSF1 activator | AI-2 QS modul | HSF1 inhib
Cc1onc(-c2c(Cl)cccc2Cl)c1C(=O)Nc1ccc2c(c1)OCO2 | -1 | 1 | 1 | -4 | 1 | -1 | i | 7 | -3 | -3
O=C(Nc1ccccc1C(=O)N1CCCC1)c1ccc(Cl)c([N+](=O)[O-])c1 | -5 | 3 | -4 | -1 | 0 | 4 | i | 21 | -2 | 8
COC(=O)NC(=S)N1CCOCC1 | 5 | -4 | 11 | -4 | 2 | -2 | i | 11 | 16 | -12
CC(OC(=O)c1cccc(-n2cnnn2)c1)C(=O)Nc1ccc(F)cc1 (centres undefined) | 21 | 1 | -2 | -1 | 1 | 2 | i | -5 | 18 | -7
Cc1ccc(-n2c(O)c(/C=C3/C(c4ccccc4)=Nc4ccccc43)c(=O)[nH]c2=O)cc1 | -21 | 18 | 49 | -2 | -1 | 0 | i | -14 | 16 | 3
COc1ccc(-c2noc(CN3CCN(c4ccccc4)CC3)n2)cc1 | 0 | 8 | 3 | -4 | -1 | 2 | i | 9 | 40 | 2
CC(=O)/C(CN1CCCCC1)=N\O | 19 | . | -4 | 1 | 1 | -3 | i | -9 | 0 | 1
O=C(c1ccc2c(c1)N(Cc1ccccc1)C(=O)CS2)N1CCOCC1 | -7 | 2 | 11 | 2 | 5 | -5 | i | 4 | 3 | -1
CCOC(=O)c1[nH]c2cc3c(cc2c1NC(=O)CN1CCC2(CC1)OCCO2)OCO3 | 10 | -88 | -2 | 0 | -1 | 0 | i | -19 | 2 | -9
CCCn1c(C(Cc2ccccc2)NC(=O)COC)nc2ccccc21 (centres undefined) | -2 | 5 | -1 | 0 | 0 | 2 | i | -3 | 20 | 2
C=CCNCC(=O)Nc1ccccc1SCC(=O)Nc1ccsc1C(=O)OC | 3 | -9 | -6 | 0 | 0 | -2 | i | 5 | 7 | -3
O=C(CC1S/C(=N\S(=O)(=O)c2ccccc2)N(c2ccccc2)C1=O)Nc1ccc(F)cc1 (centres undefined) | -4 | 8 | 1 | -1 | -1 | 0 | i | 1 | 25 | 10
CC(NC(N)=O)C(=O)OCc1ccc(Cl)cc1Cl (centres undefined) | 0 | 8 | -9 | -4 | 1 | 6 | i | -16 | 7 | -2
Cc1ccc(N2CCN(S(=O)(=O)c3ccc4c(c3)NC(=O)C(C)C(=O)N4)CC2C)cc1 (centres undefined) | 3 | -4 | -2 | -6 | 2 | 0 | i | -9 | 26 | -7
O=S(=O)(Nn1c(O)c(C=C2N=c3ccccc3=N2)sc1=S)c1ccccc1 | -4 | . | -4 | -3 | 6 | 2 | i | 1 | 21 | 7
O=C(NCc1cccnc1)Nc1ccc(Cl)c(Cl)c1 | -3 | 6 | 4 | 6 | 3 | 0 | i | 25 | -62 | 6
Cn1c(=O)n(C)c2cc([N+](=O)[O-])c(N3CCN(C(=O)c4cccc(F)c4)CC3)cc21 | 2 | 1 | -5 | 11 | -1 | 2 | i | 1 | 10 | -1
O=C(Nc1nnc(S(=O)(=O)N2CCOCC2)s1)c1cccc(Br)c1 | 0 | -3 | -1 | -1 | 2 | 0 | i | -11 | 11 | 4
COc1ccc(NC(=O)CSc2nnc(NC(=O)C3CC3)s2)cc1OC | -3 | 2 | -7 | -2 | -3 | 0 | i | 1 | 9 | -4
NC(=O)c1ccc(=O)n(Cc2ccc(F)c(F)c2)c1 | -3 | -4 | -4 | 0 | 2 | 1 | i | 6 | 0 | -4

Laid out differently: entries from further up
Platelet DG rel | HDAC3 inh | DYRK1A inh | GSK3 alpha inh | GSK3B inh | HSP90 inh | PolyA inhibitor | HSF1 activator | AI-2 QS modul | HSF1 inhib | Molecule
-2 | 5 | -1 | 0 | 0 | 2 | i | -3 | 20 | 2 | CCCn1c(C(Cc2ccccc2)NC(=O)COC)nc2ccccc21 (centres undefined)
3 | -9 | -6 | 0 | 0 | -2 | i | 5 | 7 | -3 | C=CCNCC(=O)Nc1ccccc1SCC(=O)Nc1ccsc1C(=O)OC
-4 | 8 | 1 | -1 | -1 | 0 | i | 1 | 25 | 10 | O=C(CC1S/C(=N\S(=O)(=O)c2ccccc2)N(c2ccccc2)C1=O)Nc1ccc(F)cc1 (centres undefined)
0 | 8 | -9 | -4 | 1 | 6 | i | -16 | 7 | -2 | CC(NC(N)=O)C(=O)OCc1ccc(Cl)cc1Cl (centres undefined)
3 | -4 | -2 | -6 | 2 | 0 | i | -9 | 26 | -7 | Cc1ccc(N2CCN(S(=O)(=O)c3ccc4c(c3)NC(=O)C(C)C(=O)N4)CC2C)cc1 (centres undefined)
-4 | . | -4 | -3 | 6 | 2 | i | 1 | 21 | 7 | O=S(=O)(Nn1c(O)c(C=C2N=c3ccccc3=N2)sc1=S)c1ccccc1
-3 | 6 | 4 | 6 | 3 | 0 | i | 25 | -62 | 6 | O=C(NCc1cccnc1)Nc1ccc(Cl)c(Cl)c1
2 | 1 | -5 | 11 | -1 | 2 | i | 1 | 10 | -1 | Cn1c(=O)n(C)c2cc([N+](=O)[O-])c(N3CCN(C(=O)c4cccc(F)c4)CC3)cc21
0 | -3 | -1 | -1 | 2 | 0 | i | -11 | 11 | 4 | O=C(Nc1nnc(S(=O)(=O)N2CCOCC2)s1)c1cccc(Br)c1
-3 | 2 | -7 | -2 | -3 | 0 | i | 1 | 9 | -4 | COc1ccc(NC(=O)CSc2nnc(NC(=O)C3CC3)s2)cc1OC
-3 | -4 | -4 | 0 | 2 | 1 | i | 6 | 0 | -4 | NC(=O)c1ccc(=O)n(Cc2ccc(F)c(F)c2)c1

The listing picks up with the two entries that preceded the break.
SMILES | Platelet DG rel | HDAC3 inh | DYRK1A inh | GSK3 alpha inh | GSK3B inh | HSP90 inh | PolyA inhibitor | HSF1 activator | AI-2 QS modul | HSF1 inhib
COc1ccc(NC(=O)CSc2nnc(NC(=O)C3CC3)s2)cc1OC | -3 | 2 | -7 | -2 | -3 | 0 | i | 1 | 9 | -4
NC(=O)c1ccc(=O)n(Cc2ccc(F)c(F)c2)c1 | -3 | -4 | -4 | 0 | 2 | 1 | i | 6 | 0 | -4
Cc1cccc(NC(=O)C2CCN(S(=O)(=O)c3ccc(Cl)cc3)CC2)n1 | 3 | -2 | 1 | 0 | 1 | . | i | -1 | 0 | 1
CCn1c(C)[n+](CC)c2ccc(S(=O)(=O)NC)cc21 | -1 | 5 | 1 | 8 | 1 | -3 | i | -3 | 17 | 2
CCOC(=O)CN(C(=O)CSc1nnc2c(n1)[nH]c1ccc(OC)cc12)c1ccc(F)cc1 | 3 | -3 | -6 | 2 | 0 | 2 | i | 0 | 35 | 1
CC1CCCC(C)N1CC(O)Cn1c2ccccc2c2ccccc21 (centres undefined) | -2 | 2 | 2 | -2 | -3 | -3 | i | 11 | 12 | 3
CN1CCC(N(CCc2ccccc2)C(=O)CCC(=O)O)CC1 | 9 | 2 | -3 | -1 | 2 | -1 | i | -5 | 25 | -1
CN(C(=O)COC(=O)c1cc2c(s1)CCCCC2)C1CCS(=O)(=O)C1 (centres undefined) | -14 | -1 | 4 | 5 | -3 | 1 | i | 5 | 18 | 0

This is a subset; the hit share may differ from the screen's.
